Compound activity as filed in PubChem BioAssay.
Pol iota inh: DNA polymerase iota (human) inhibition; Pol iota fluorescent replication assay, 10 min; AID 588590; Q9UNA4; Potency, µM (highest dose often 115 µM), inactives show top-dose activity, negative = inhibition, usual class: inhibitors; actives 1% (n = 390,000); note: potency is the fitted concentration of half-maximal effect
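Fluorescent replication assay read twice, at 0 min and 10 min after adding 50 nM (final) substrate. Enzyme (10 nM) and compounds were first incubated 15 min at room temperature; enzyme-free buffer wells were negative controls.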
POLK inh: inhibitors of human DNA polymerase kappa. purified Pol kappa, fluorescent DNA synthesis assay, 10 min. Potency, µM (top dose mostly 107 µM), for the others: top-dose activity, negative = inhibition, usual class: inhibitors. actives 0.53% (n = 400,000). AID 588579; note: potency is the fitted concentration of half-maximal effect; % is set by controls: 0 for no effect and ±100 for the full control effect
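Here, compound and 10 nM enzyme are combined for 15 min at room temperature; adding 50 nM substrate (final) starts DNA synthesis, tracked by fluorescence at 0 and 10 min against buffer-only wells.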
LDHA block: inhibitors of human lactate dehydrogenase A; P00338; purified LDHA, NADH/diaphorase-resazurin fluorescence; active compounds read low; activity change, % (values are at about 110 or 230 µM); actives 0.15% (n = 480,000); AID 1347041; in the data active = activity change below about -30%; inconclusive = mostly about -25% to -30%;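 note: plate controls were DMSO wells for no effect and wells without enzyme for full effect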
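LDH5 2 nM; NADH 0.06 mM, pyruvate 0.2 mM; 200 mM Tris pH 7.4, EDTA, Tween-20; 5 min RT. Detection: diaphorase 0.133 mg/mL + resazurin 37 µM, fluorescence ex540/em590 at 0 and 20 min; normalized to enzyme-free and DMSO wells.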
APE1 inh: blocks human APE1 abasic DNA cleavage; recombinant APE1, TAMRA/BHQ-2 abasic DNA cleavage fluorescence; Potency, µM (highest dose often 65.8 µM), for the others: top-dose activity change, negative = inhibition, most hits filed as inhibitors; P27695; actives 0.35% (n = 350,000);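 note: potency is the fitted concentration of half-maximal effect; plate controls were vehicle for no effect and reference inhibitor for full effect; nearly all actives have a fitted effect of over 55% in size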
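0.75 nM APE1 + cpd, 15 min RT; start w/ 50 nM TAMRA/BHQ-2 THF-abasic dsDNA; kinetic fluor 525/598 nm ×3 reads @60 s; Δ(read3−read1); normalized to DMSO and NSC13755 control wells.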
Glioma ERSR ind: induces the endoplasmic reticulum stress response in human glioma cells; U87-MG GRP78 promoter luciferase reporter, 16 h; Potency, µM, for the others: at the highest dose activation, most hits filed as activators; actives 0.02% (n = 420,000); note: potency is the fitted concentration of half-maximal effect; series mostly up to about 76 µM; % of control where 0% means no effect; nearly all actives have a fitted effect of over 35% in size
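ERSR induction read as luciferase luminescence (Bright-Glo, 10 min at room temperature) in stably transfected human U87-MG glioma cells exposed to compounds for 16 h, using GRP78 as sensor.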
POLB inh: inhibitors of human DNA polymerase beta; P06746; Pol beta primer extension/strand displacement, fluorescence kinetic; Potency, µM (titrated, usually from 114 µM), inactives show at the highest dose activity change, negative = inhibition, usual class: inhibitors; actives 1.3% (n = 340,000); AID 485314; note: potency is the fitted concentration of half-maximal effect; % is set by controls: 0 for no effect and ±100 for the full control effect
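Values derive from four-parameter Hill fits of normalized kinetic data: reads at 0 and 10 min following addition of 50 nM substrate to 10 nM Pol beta preincubated 15 min with compound.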
BLM inh: Bloom syndrome helicase (human) inhibition; AID 2528; Potency, µM (highest dose often 56.1 µM), without a hit: at the highest dose activity change, negative = inhibition, most hits filed as inhibitors; recombinant BLM DNA unwinding, fluorescence dequenching; P54132; actives 0.2% (n = 350,000);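 note: potency is the fitted concentration of half-maximal effect; plate controls were vehicle for no effect and no enzyme for full effect; nearly all actives have a fitted effect of over 35% in size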
Anesthetic bind: binds horse apoferritin like a general anesthetic. actives 0.074% (n = 350,000). AID 485281. apoferritin/1-aminoanthracene competitive binding, fluorescence. Potency, µM (highest dose often 77.5 µM), for the others: at the top dose activity change, negative = displacement, actives largely listed as inhibitors; note: potency is the fitted concentration of half-maximal effect; % is set by controls: 0 for no effect and ±100 for the full control effect; nearly all actives have a fitted effect of over 20% in size
Target sequence (P02791 2-175 limits assumed): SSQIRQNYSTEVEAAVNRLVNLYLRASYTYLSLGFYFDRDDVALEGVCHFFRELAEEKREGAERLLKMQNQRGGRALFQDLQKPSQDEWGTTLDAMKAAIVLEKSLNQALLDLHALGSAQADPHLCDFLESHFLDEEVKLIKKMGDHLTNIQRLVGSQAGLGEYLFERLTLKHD
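10 uM apoferritin + 50% sat. 1-AMA, PBS; cpd 10 min RT; Ex380/Em535 endpoint; normalized to free probe vs complex; 4-param Hill fit; propofol titration as pos. ctrl.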
Pol eta inh: DNA polymerase eta (human) inhibition; actives 1.2% (n = 390,000); recombinant Pol eta, fluorescent DNA replication assay; Q9Y253; AID 588591; Potency, µM (top dose mostly 114 µM), inactives show at the top dose activity change, negative = inhibition, most hits filed as inhibitors; note: potency is the fitted concentration of half-maximal effect; % is set by controls: 0 for no effect and ±100 for the full control effect
Target sequence (Q9Y253 whole entry, looked up): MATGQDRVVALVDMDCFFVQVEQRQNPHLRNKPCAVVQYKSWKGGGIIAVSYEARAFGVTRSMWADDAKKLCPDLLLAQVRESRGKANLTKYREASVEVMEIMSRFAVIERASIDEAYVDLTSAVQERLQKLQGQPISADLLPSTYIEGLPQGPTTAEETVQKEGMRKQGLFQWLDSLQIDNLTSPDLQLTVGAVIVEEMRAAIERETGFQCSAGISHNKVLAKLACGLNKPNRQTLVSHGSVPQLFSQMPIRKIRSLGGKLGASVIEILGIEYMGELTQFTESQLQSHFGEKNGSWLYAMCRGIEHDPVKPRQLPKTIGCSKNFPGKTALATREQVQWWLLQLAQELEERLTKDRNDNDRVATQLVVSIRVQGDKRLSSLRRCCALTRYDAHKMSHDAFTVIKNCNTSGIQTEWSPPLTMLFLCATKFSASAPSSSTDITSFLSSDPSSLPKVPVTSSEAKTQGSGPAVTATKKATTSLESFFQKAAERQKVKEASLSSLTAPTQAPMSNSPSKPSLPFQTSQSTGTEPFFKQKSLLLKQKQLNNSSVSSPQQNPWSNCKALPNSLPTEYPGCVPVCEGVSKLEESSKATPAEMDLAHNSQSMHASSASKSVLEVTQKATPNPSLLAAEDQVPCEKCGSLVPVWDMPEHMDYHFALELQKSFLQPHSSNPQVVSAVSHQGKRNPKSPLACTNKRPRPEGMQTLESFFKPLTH
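Pol eta at 10 nM preincubated with compounds 15 min at room temperature; reaction started with fluorescent substrate (50 nM final) and read kinetically at 0 and 10 min.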
An asterisk follows results filed as active; u = inconclusive; x = not tested or not shown; & = joins results of further samples; [ ] = remark or other dose. Unless noted, calls come from the whole dose curve; as a rule, active = well fitted curve in the direction sought with a large enough effect; inconclusive = small, poorly fitted or top-dose-only effect, or another doubt; inactive = no such curve, though single readings can be large; an effect the other way counts as inactive or inconclusive. An excerpt; count on the stated rates, not on these rows.

Every second line gives: POLK inh | Pol iota inh | LDHA block | Pol eta inh | Glioma ERSR ind | APE1 inh | Anesthetic bind | BLM inh | POLB inh
- CCc1ccc(NC(=O)c2cc3ccccn3n2)cc1
    -8% | 42%[activator] | -6 | -21% | -7% | x | -2% | -2% | 14%
- O=C(NCCc1ccccc1Cl)C1CCC(=O)N(CC2CCCCC2)C1 (configuration not stated)
    -13% | 6% | -12 | -17% | 4% | 5% | -8% | -4% | 14%
- O=C1Nc2ccc(S(=O)(=O)N3CCCC3)c3ccc(S(=O)(=O)N4CCCC4)c1c23
    1% | -8% | 8 | -11% | -4% | -2% | -9% | -1% | 16%
- COc1ccccc1C/C(N)=N/OC(=O)COc1ccc2ccccc2c1
    -10% | -16% | 4 | -10% | 2% | -3% | -19% | -1% | 3%
- CN1CCCN(Cc2nc(-c3ccc(Cl)cc3)no2)CC1
    6% | -13% | -17 | -4% | 2% | 1% | -11% | -11% | -16%
- C=Cc1ccc(Cn2nc(-c3ccc(C)cc3)ccc2=O)cc1
    -12%&-2% | 42%&10%[activator] | 1&5 | -25%&-30% | u | -26% | 16µM* | -15%&-12% | -18%&-1%
- O=C(CCCN1C(=O)/C(=C/c2cccc(Br)c2)SC1=S)NCCCN1CCOCC1
    -6% | u | 2 | -22% | -8% | 24% | -17% | -1% | 0%
- Cc1ccn2c(C(=O)N/N=C\c3ccccc3[N+](=O)[O-])c(C)nc2c1
    -5% | 31%[activator] | -1 | -11% | -5% | x | x | x | x
- CC(C)C[C@@H](C(=O)NC1CCN(Cc2ccccc2)CC1)N1C(=O)N2CCc3c([nH]c4ccccc34)[C@@]2(C)C1=O
    -6% | 7% | -2 | -14% | -5% | 17% | u | -6% | 1%
- COc1ccccc1-n1cnc2cc(NCc3ccco3)ccc21
    -14% | 16% | 12 | -19% | -1% | -8% | u | -3% | u
- CCOc1ccc2oc(C(=O)OCC(=O)N3CC(C)OC(C)C3)c(C)c2c1 (configuration not stated)
    6% | 20% | 0 | -13% | 0% | -1% | x | x | x
- O=C1CC[C@@H]2C[C@@]3(C[C@@H]4CCN1[C@H]24)Nc1cc([N+](=O)[O-])ccc1NC3=NCc1ccccc1
    -10%&-18% | -7%&24% | -7 | -8% | -2%&0% | x | x | x | x
- COc1ccc(S(=O)(=O)NN=C2CCCC2)cc1
    1% | 20% | 6 | -2% | -5% | 0% | -8% | -5% | 7%
- Cc1nc2ccccn2c1C(=O)CSc1cccc(Cl)c1
    -11% | 51%[activator] | -6 | -19% | -1% | 9% | u | 3% | 22%
- COc1ccc(N2C(=O)CC(N3CCC(C(N)=O)CC3)C2=O)cc1 (configuration not stated)
    -8% | 11% | -6 | -5% | 4% | -5% | 9% | -2% | -22%
- Cc1ccc(C(C)C)c2oc(=O)cc(-c3ccc(-c4ccc(C(F)(F)F)cc4)cc3)c12
    -5% | 9% | -6 | -10% | 1%&0% | -14%&0% | -10%[110 µM] | -4%[75.6 µM] | x
- CCn1c(COc2ccc(Cl)cc2)nnc1SCc1nc2ccccc2[nH]1
    -11% | 11% | -1 | -4% | -6% | -1% | -15% | -1% | 0%
- O=c1c2cc3c(cc2[nH]c(=S)n1Cc1ccco1)OCO3
    -9% | 13% | -2 | 2% | -6% | -6% | u | -13% | 1%
- CCOC(=O)C1=C(COC(=O)c2cccc(N(C)C)c2)NC(=O)NC1C (configuration not stated)
    3% | 37%[activator] | -1 | -11% | 3% | 32% | x | x | x
- CNC(=O)NC(=O)COC(=O)CCCSc1nc2ccccc2s1
    -16% | 1% | -7 | -12% | -13% | -1% | -14% | -1% | 26%
- CCCc1nn2c(=O)cc(CSCC(=O)Nc3nnc(CC)s3)nc2s1
    -6% | -10% | -1 | -4% | -5% | -3% | -3% | -1% | -17%
- CN(C)C(=O)c1ccc(-c2n[nH]c(=O)c3ccccc23)cc1
    0% | -11% | -8 | 6% | -2% | 2% | -3% | -1% | 92%
- COCc1cc(C)nc2sc(C(=O)Nc3ccc(OC)cc3)c(N)c12
    -16% | 12% | -4 | -11% | 3% | -9% | 34%[activator] | -5% | 2%
- COc1ccc(/C=N/n2c(C)nc3c([nH]c4ccccc43)c2=O)cc1CN1CCCC(C)(C)C1
    -2% | -10% | -12 | -5% | 6% | 20% | -7% | -3% | u
- O=c1c2ccccc2ccc2ccc(P(=O)(O)O)cc12
    -1% | -1% | 0 | -21% | -6% | 23% | x | x | x
- O=C(Nc1ccc2c(c1)N(C1CCCC1)C(=O)c1ccccc1S2)c1ccccc1
    -5%[60.1 µM] | 0% | -4 | 0% | -2% | x | -12% | -6% | 2%
- O=C(NCCN1CCN(C(=O)c2cccs2)CC1)c1cccs1
    4% | 5% | 5 | -8% | -3% | 2% | -2% | -1% | 0%
- COc1ccc(C2CC(c3cccs3)=NN2c2ccc(F)cc2)cc1OC (configuration not stated)
    -8% | 18% | -7 | 3% | -5% | u | 172%[activator] | -11% | -30%
- CCOC(=O)c1[nH]c(C)c(CCC(=O)NCc2ccc(C)cc2)c1C
    -7%[60.1 µM] | -7% | -4 | 4% | -2% | x | -3% | 2% | -9%
- CC(=O)C(Cc1ccccc1)NC(=O)CN1CCN(Cc2ccccc2)CC1 (configuration not stated)
    -10% | 21% | -6 | -15% | -3% | -5% | -5% | 3% | -2%
- Cc1nn2c3c(cnc2c1-c1ccc(Cl)cc1)C(=O)CC(c1ccc(C(C)C)cc1)C3 (configuration not stated)
    -5% | 8% | -5 | -9% | -1% | x | 0% | -4% | -17%
- COc1ccc(CNc2ccc(C(=O)O)cc2)cc1
    -2% | -6% | 3 | -6% | 12% | 13% | -18% | 0% | 57%
- CN(CC(=O)NCc1ccccc1Cl)S(=O)(=O)c1cccs1
    2% | 33%[activator] | 0 | -16% | 2% | 75%[activator] | -9% | -4% | -1%
- COc1ccc(N2CC(NS(=O)(=O)c3cccnc3)CC2=O)cc1OC (configuration not stated)
    -4% | -9% | -4 | -9% | -2% | 45% | x | x | x
- CCC(C)Oc1nc(C)cc(C)c1S(=O)(=O)c1ccccc1C (configuration not stated)
    -4% | 10% | -3 | u | -1% | -11% | -12% | -6% | -1%
- O=C(CSc1nnc(-c2ccc(Br)cc2)n1CCc1ccccc1)NC1CCS(=O)(=O)C1 (configuration not stated)
    -13% | 45%[activator] | -12 | -6% | 1% | -2% | -9% | 2% | 18%
- Cn1c(N)c(C(=O)COC(=O)CNC(=O)c2ccc(Cl)cc2Cl)c(=O)n(C)c1=O
    -8% | 60%[activator] | -8 | -16% | -3% | -2% | x | x | x
- O=C(c1ccc(OC2CCN(C(=O)C3CC3)CC2)cc1)N(CCO)Cc1ccccc1
    -6% | 0% | -2 | -5% | 3% | 0% | 3% | -5% | 0%
- COc1ccc2c(c1)-c1c(sn(-c3ccccc3)c1=S)C(C)(C)N2
    -23% | 0% | 1 | -25% | -1% | -1% | -6% | -14% | 10%
- CC1(C)C2CCC1(C)C(OC(=O)CC(=O)O)C2 (configuration not stated)
    -5% | 37%[activator] | 0 | -6% | -1% | 0% | -23% | -5% | 47%
- Cc1cccc2cc(CN(CCN3CCOCC3)C(=O)Nc3ccccc3F)c(=O)[nH]c12
    -10% | 207%[activator] | -5 | -19% | -1% | -3% | 10% | -14% | 1%
- COc1cccc(Cn2nnc(C(=O)Nc3ccc(C)cc3)c2N)c1
    -19% | -12% | -3 | 3% | -1% | -11% | u | 7% | 3%
- COC(=O)c1oc2ccc(Br)cc2c1NC(=O)CCCN1C(=O)c2ccccc2C1=O
    -7% | 13% | -3 | -8% | -6% | 18% | 44%[activator] | -5% | 1%
- Cc1ccc(N/C=C2/Sc3ccccc3NC2=O)cc1
    -3%[60.1 µM] | 23% | 0 | -10% | -3% | -6% | -11% | 0% | -3%
- CON/C=C(\C=Nc1ccc(C(F)(F)F)cc1)c1ncc(C(F)(F)F)cc1Cl
    -14% | 7% | -10 | -16% | -3% | 1% | -11% | -9% | 32%
- c1ccc(COc2nsnc2N2CCOCC2)cc1
    -6% | -5% | -8 | -2% | -1% | 0% | -18% | -3% | -11%
- Cc1cccc(C(=O)Nc2cc3c(cc2N2CCOCC2)n(C)c(=O)n3C)c1
    0% | 19% | 19 | -19% | -4% | x | -1% | 0% | -16%
- COc1cc(C2=NOC(C(=O)N3CCCCCC3)C2)cc(OC)c1OC (configuration not stated)
    -15% | 1%[58.9 µM] | 0 | -6% | -1% | -3% | -6% | 3% | 9%
- O=C(O)c1ccc(CSc2nnc(-c3cccnc3)n2-c2ccc(Br)cc2)cc1
    3% | 15% | -6 | 2% | 0% | 3% | -4% | -5% | 3%
- COc1ccc(Nc2oc(-c3ccc(COc4ccc(OC)cc4)o3)nc2C#N)cc1
    -1% | -5% | -18 | -10% | -7% | x | 220%[activator] | -3% | 6%
- CCC(C)(C)n1nnnc1C(c1cc2cc(C)ccc2[nH]c1=O)N1CCCc2ccccc21 (configuration not stated)
    -6% | 26% | 27 | u | -2% | 1% | -15% | -4% | 4%
- COC(=O)c1ccc(C(=O)OC)c(=O)[nH]1
    -2% | -9% | -8 | 3% | -4% | 15% | 62%[activator] | -3% | 17%

Looked up by structure from the entries so far (3):
Every second line gives: POLK inh | Pol iota inh | LDHA block | Pol eta inh | Glioma ERSR ind | APE1 inh | Anesthetic bind | BLM inh | POLB inh
- O=c1c2ccccc2ccc2ccc(P(=O)(O)O)cc12
    -1% | -1% | 0 | -21% | -6% | 23% | x | x | x
- O=C(CCCN1C(=O)/C(=C/c2cccc(Br)c2)SC1=S)NCCCN1CCOCC1
    -6% | u | 2 | -22% | -8% | 24% | -17% | -1% | 0%
- O=C(CSc1nnc(-c2ccc(Br)cc2)n1CCc1ccccc1)NC1CCS(=O)(=O)C1 (configuration not stated)
    -13% | 45%[activator] | -12 | -6% | 1% | -2% | -9% | 2% | 18%
